Screens as filed in PubChem.
EWS-Fli block: blocks EWS/Fli oncoprotein-driven transcription; A673 NR0B1-luciferase reporter, viability-normalised; inhibition, % at 12.6 µM; 350,000 compounds, 0.67% hits; AID 651661;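 active = mean inhibition of at least 50% after viability correction, with every replicate also passing that limit; inconclusive = mean reaches 50% but only one of two replicates passes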;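 note: firefly luciferase signal divided by Alamar Blue viability fluorescence both relative to DMSO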
SIRT5 inh: inhibitors of human sirtuin-5 desuccinylase; 330,000 compounds, 1.1% hits; Purified SirT5, succinyl-peptide AMC, trypsin-coupled fluorescence; inhibition, % at 15 µM; in the data active = inhibition above about 15%; inconclusive = no clear call, values can overlap the other calls
Target sequence (Q9NXA8 whole entry, looked up): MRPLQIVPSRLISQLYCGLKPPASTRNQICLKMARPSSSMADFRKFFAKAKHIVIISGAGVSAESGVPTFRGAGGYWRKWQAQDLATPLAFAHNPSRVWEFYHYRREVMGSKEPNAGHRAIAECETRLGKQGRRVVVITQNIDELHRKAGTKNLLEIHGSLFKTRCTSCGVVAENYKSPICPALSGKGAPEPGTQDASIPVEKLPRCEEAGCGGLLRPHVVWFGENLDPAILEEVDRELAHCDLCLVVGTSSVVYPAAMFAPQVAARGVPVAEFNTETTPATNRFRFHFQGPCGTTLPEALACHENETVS
CASP6 VEID inh: caspase-6 (human) enzyme inhibition | purified caspase-6, Z-VEID-R110 cleavage fluorescence | inhibition, % at 12.5 µM | 350,000 compounds, 0.53% hits | AID 686996;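 active = mean inhibition across replicates at least about 35%, with every replicate also reaching that limit, limit read from the data; inconclusive = only one of the two criteria met; inactive = neither criterion met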;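 note: 0% = median of neutral control wells and 100% = no fluorescence left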
Target sequence (P55212 24-179 limits assumed): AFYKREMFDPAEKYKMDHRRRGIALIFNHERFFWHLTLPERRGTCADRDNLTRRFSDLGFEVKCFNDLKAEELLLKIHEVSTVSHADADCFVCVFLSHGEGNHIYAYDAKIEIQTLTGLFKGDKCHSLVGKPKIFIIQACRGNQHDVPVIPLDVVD
Target sequence (P55212 194-293 limits assumed): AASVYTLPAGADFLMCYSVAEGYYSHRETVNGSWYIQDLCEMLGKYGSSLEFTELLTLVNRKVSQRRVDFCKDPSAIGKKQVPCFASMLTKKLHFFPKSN
ARNT TACC3 PPI: ARNT/TACC3 interaction disruption; Q9Y6A5; AlphaScreen His-ARNT PAS-B/GST-TACC3 binding, luminescence; TACC3 fragment carries E629A point mutation; inhibition, % at 9.99 µM; 390,000 compounds, 0.66% hits;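 active = mean inhibition of replicates at least 50% and at least half of replicates each reaching 50%; inconclusive = half or more replicates reach 50% but mean below 50%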;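 note: 0% = complete ARNT plus TACC3 wells and 100% = ARNT alone without TACC3; many hits fall short of the cut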
PAX8 reporter: inhibitors of PAX8 transcriptional activity in RMG-I cells | RMG-I TPO-luciferase reporter, SteadyGlo, 24 h | inhibition, % at 12.6 µM | 360,000 compounds, 1.2% hits | AID 652154;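 active = mean replicate inhibition at least 60% with every replicate also reaching 60%; inconclusive = only one of the two criteria is met; inactive = mean below 60% and not all replicates reaching 60%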;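 note: luciferase light reporting Pax8 driven TPO promoter activity; plate controls were median of neutral control wells for no effect and mitoxantrone controls for full effect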
LGR2 inh: Drosophila LGR2 receptor signaling inhibition | inhibition, % at 9.99 µM | 380,000 compounds, 0.35% hits | AID 720647 | HEK293 LGR2, CRE-luciferase, bursicon-stimulated, 4 h;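 active = drop in luminescence signal, shown as inhibition above about 50% in the replicate tests, limit read from the data, passing the limit was not always enough; inconclusive = probably only some replicates passing the limit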;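 note: agonist challenge used bursicon conditioned medium at about half maximal strength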
DENV2 CPE: DENV2-induced cell death inhibition. DENV2-infected cells, cytopathic effect rescue, plate reader. CPE inhibition, % at 9.99 µM. AID 651640. 350,000 compounds, 1.7% hits; in the data active = CPE inhibition above about 20%, passing the limit was not always enough; inconclusive = no clear call, values can overlap the other calls; tested in BHK-21 cells;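 note: 0% = median of neutral control wells and 100% = median of positive control wells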
Starred values were filed as active, the others as inactive; ? = inconclusive; . = not tested or not shown. Outcome played no part in choosing rows; about 4.9% have a hit in one of these screens.

item	Molecule	EWS-Fli block	SIRT5 inh	CASP6 VEID inh	ARNT TACC3 PPI	PAX8 reporter	LGR2 inh	DENV2 CPE
1	COC(=O)[C@]12C[C@H](CC(=O)NCC34CC5CC(CC(C5)C3)C4)C(=O)N(Cc3ccccc3)C1=C[C@H](C1CCCC1)O[C@@H]2C	8	.	-1	.	30	-1	14
2	C=CCN(c1ccc(C(=O)Nc2ccc3c(c2)OCO3)cc1)S(C)(=O)=O	-14	-2	0	25	-4	-15	-4
3	Cc1c(NS(=O)(=O)c2cc(C(=O)NCc3cccc(Cl)c3)ccc2Cl)c(=O)n(-c2ccccc2)n1C	15	-1	1	-1	20	5	?
4	O=C(CCc1ccccc1)N/N=C\C1CC=CCC1 (stereo unspecified)	2	0	-1	0	-1	6	4
5	COC(C/C=C\[C@H](O)COCc1ccccc1)OC	2	-7	0	4	-35	-13	-1
6	Cc1noc(C)c1S(=O)(=O)N(C)C[C@H]1OCCCC[C@@H](C)Oc2ccc(NS(=O)(=O)c3ccccc3)cc2C(=O)N([C@@H](C)CO)C[C@H]1C	-3	4	0	0	18	18	-5
7	COc1ccc(/C=C(/NC(=O)c2ccccc2)c2nc3ccc(Cl)cc3[nH]2)cc1OC	4	7	-1	-10	0	16	-1
8	O=C(Cn1cccn1)N1CCCC(N2CCN(c3cccc(C(F)(F)F)c3)CC2)C1 (stereo unspecified)	.	0	3	-1	.	-3	-4
9	COc1ccccc1CNc1ncccc1[N+](=O)[O-]	-20	16*	0	9	-16	-22	3
10	Cc1ccc2nc(C3CCCN(C(=S)Nc4ccccc4C)C3)[nH]c2c1 (stereo unspecified)	.	.	-2	-2	.	-22	.
11	COC(=O)C1=C2CC[C@H](CO)NC(=O)N[C@H](Cc3ccccc3)C(=O)NCc3cn(nn3)C[C@H](Cc3ccccc3)NC(=O)c3oc(c(C(=O)OC)c3C(=O)OC)CC[C@H](CO)NC(=O)N[C@H](Cc3ccccc3)C(=O)NCc3cn(nn3)C[C@H](Cc3ccccc3)NC(=O)C(=C1C(=O)OC)O2	-3	4	-2	-1	-9	.	-4
12	Cc1ccc2c(C)c(C(=O)N3CCN(c4cnccn4)CC3)oc2c1C	.	0	3	.	-9	3	?
13	COc1ccc(Cn2c(O)c(/C=C3/C=CC=N3)c(=O)[nH]c2=O)cc1	10	4	1	0	5	0	-5
14	O=C(Nc1cccc(Cl)c1)NC1(C(=O)NCc2cccs2)CCCCC1	23	-3	.	13	.	13	-5
15	COc1ccc(OC(=O)c2cnc3n(c2=O)CCS3)cc1	5	-4	-1	-7	7	1	3
16	O=C(Nc1ccccc1N1CCOCC1)c1cccc2ccccc12	-2	.	1	.	2	-36	-4
17	COc1ccc2cc(S(=O)(=O)N3CCCC(C)C3)ccc2c1 (stereo unspecified)	36	-2	-5	14	0	13	8
18	O=C(Nc1ccccc1C(=O)NCc1cccnc1)c1cccc([N+](=O)[O-])c1	2	-4	1	.	1	-12	0
19	COC(=O)N(C)C[C@H]1OCc2ccccc2-c2c(n(C)c3ccccc23)C(=O)N([C@H](C)CO)C[C@@H]1C	-4	-2	-3	16	.	4	6
20	COc1cccc(C(NC(C)=O)c2nc(-c3ccccc3C)cs2)c1 (stereo unspecified)	-4	-5	1	.	-11	-15	-4
21	O=C(COc1ccc(S(=O)(=O)N2CCOCC2)cc1)NCc1ccccn1	-18	-3	-3	12	0	-3	0
22	C/C=C/c1cnc2c(c1)C(=O)N([C@@H](C)CO)C[C@@H](C)[C@@H](CN(C)S(=O)(=O)c1ccc(C)cc1)O2	-3	-3	-1	-8	.	4	21
23	C/C=C/c1ccc([C@@H]2[C@@H](CN(C)S(C)(=O)=O)N(C(C)=O)[C@H]2CO)cc1	0	-1	3	-4	4	-2	1
24	COc1cc(C(=O)NCCCN2CCCC2=O)cc(OC)c1OC	-6	-1	-6	-3	.	-15	2
25	O=C(Nc1ccc(S(=O)(=O)Nc2cnc3ccccc3n2)cc1)c1cc(F)c(F)cc1Cl	12	0	4	.	6	1	1
26	COc1cc(NC(=O)C/C(C)=N/NC(=O)c2ccccn2)c(OC)cc1Cl	-13	-2	-2	19	-6	5	-4
27	O=C(c1ccccc1)N1CCn2c1nc1ccccc12	-14	-1	0	-6	-28	-29	.
28	CC=Cc1ccc2n(c1=O)C[C@@H]1[C@@H](CO)[C@H](C(=O)NC3CCCC3)[C@H]2N1Cc1ccncc1 (mixture of isomers)	-4	-12	-4	-11	-5	3	3
29	COC(=O)C[C@H]1CC[C@H]2[C@@H](COc3ccc(NC(=O)Nc4ccc(C)cc4)cc3C(=O)N2C)O1	-24	6	2	-7	19	3	-6
30	O=c1c2ccccc2nc(/C=C/c2ccc(Cl)cc2)n1CCO	-7	0	2	-4	-5	0	-9
31	COc1ccc(CNS(=O)(=O)c2cc(Cl)ccc2N2CC[C@@H](O)C2)cc1	55*	-2	-6	.	46	-13	-12
32	Cc1nonc1OCCNc1ccc([N+](=O)[O-])cc1	15	4	0	4	-8	4	-1
33	CC1CCCCN1S(=O)(=O)c1ccc(S(=O)(=O)N(Cc2ccccc2)Cc2ccco2)cc1 (stereo unspecified)	.	.	2	-2	.	13	.
34	C[C@@H]1CN([C@H](C)CO)S(=O)(=O)c2ccc(-c3cccc(C(=O)N(C)C)c3)cc2O[C@H]1CN(C)C(=O)Cc1ccccn1	-14	-2	0	2	.	-23	-6
35	CC(=O)N1CCN(C(=O)c2ccc3c(c2)S(=O)(=O)c2ccccc2C3=O)CC1	13	-3	-3	-6	10	-6	0
36	COc1ccc(N2CCN(S(=O)(=O)c3ccc(C(=O)NC4CCCC4)cc3)CC2)cc1	8	1	-4	6	.	3	3

9 neighbouring compounds out of the list so far:
item	Molecule	EWS-Fli block	SIRT5 inh	CASP6 VEID inh	ARNT TACC3 PPI	PAX8 reporter	LGR2 inh	DENV2 CPE
25	O=C(Nc1ccc(S(=O)(=O)Nc2cnc3ccccc3n2)cc1)c1cc(F)c(F)cc1Cl	12	0	4	.	6	1	1
26	COc1cc(NC(=O)C/C(C)=N/NC(=O)c2ccccn2)c(OC)cc1Cl	-13	-2	-2	19	-6	5	-4
27	O=C(c1ccccc1)N1CCn2c1nc1ccccc12	-14	-1	0	-6	-28	-29	.
28	CC=Cc1ccc2n(c1=O)C[C@@H]1[C@@H](CO)[C@H](C(=O)NC3CCCC3)[C@H]2N1Cc1ccncc1 (mixture of isomers)	-4	-12	-4	-11	-5	3	3
29	COC(=O)C[C@H]1CC[C@H]2[C@@H](COc3ccc(NC(=O)Nc4ccc(C)cc4)cc3C(=O)N2C)O1	-24	6	2	-7	19	3	-6
30	O=c1c2ccccc2nc(/C=C/c2ccc(Cl)cc2)n1CCO	-7	0	2	-4	-5	0	-9
31	COc1ccc(CNS(=O)(=O)c2cc(Cl)ccc2N2CC[C@@H](O)C2)cc1	55*	-2	-6	.	46	-13	-12
32	Cc1nonc1OCCNc1ccc([N+](=O)[O-])cc1	15	4	0	4	-8	4	-1
33	CC1CCCCN1S(=O)(=O)c1ccc(S(=O)(=O)N(Cc2ccccc2)Cc2ccco2)cc1 (stereo unspecified)	.	.	2	-2	.	13	.

Arranged by length of the SMILES (highest first): part of the list above.
item	Molecule	EWS-Fli block	SIRT5 inh	CASP6 VEID inh	ARNT TACC3 PPI	PAX8 reporter	LGR2 inh	DENV2 CPE
34	C[C@@H]1CN([C@H](C)CO)S(=O)(=O)c2ccc(-c3cccc(C(=O)N(C)C)c3)cc2O[C@H]1CN(C)C(=O)Cc1ccccn1	-14	-2	0	2	.	-23	-6
29	COC(=O)C[C@H]1CC[C@H]2[C@@H](COc3ccc(NC(=O)Nc4ccc(C)cc4)cc3C(=O)N2C)O1	-24	6	2	-7	19	3	-6
27	O=C(c1ccccc1)N1CCn2c1nc1ccccc12	-14	-1	0	-6	-28	-29	.

Next results follow:
item	Molecule	EWS-Fli block	SIRT5 inh	CASP6 VEID inh	ARNT TACC3 PPI	PAX8 reporter	LGR2 inh	DENV2 CPE
37	Oc1ccc(Cl)cc1C1=NNC(c2ccc(Cl)cc2)C1 (stereo unspecified)	.	.	1	.	11	-34	2
38	COc1ccccc1CNC(=O)COc1ccc(S(=O)(=O)N2CCCC2)cc1	-8	-2	-2	30	11	8	12
39	Cc1cc(C)n(CCN(C)C(=O)CCc2nnc(-c3ccc4c(c3)OCO4)o2)n1	-10	0	2	4	12	15	?
40	Cc1csc(NC(=O)CN2C(=O)c3ccccc3C2=O)c1C(N)=O	9	-2	0	.	-8	-6	2
41	C[C@@H]1CCCCO[C@@H](CN(C)Cc2ccc3c(c2)OCO3)[C@H](C)CN([C@H](C)CO)C(=O)c2cc(NS(=O)(=O)c3ccc(F)cc3)ccc2O1	-14	2	-5	6	3	-5	4
42	O=C(CSc1nnc(C2CC2)n1CC1CCCO1)Nc1cccc(Cl)c1 (stereo unspecified)	-2	0	-1	8	7	1	3
43	Cc1noc(C)c1NC(=O)N(C)C[C@@H]1Oc2ccc(NC(=O)Nc3cccc4ccccc34)cc2CC(=O)N([C@@H](C)CO)C[C@H]1C	7	-19	3	.	5	-7	3
44	O=C(Nc1ccnn1C1CCN(C(=O)Cc2cccc(Cl)c2)CC1)C1CC1	.	3	-2	-2	3	1	-8
45	COc1ccccc1CNC(=O)c1ccc(OC(C)C)cc1	-9	2	-2	.	-28	-8	-3
46	N#Cc1c(Cl)nc(N/N=C/c2ccccc2)c(Cl)c1Cl	14	4	-1	0	.	.	6
47	O=C1NCCN/C1=C\C(=O)c1ccc(Cl)cc1	-108	3	1	.	-89	-85	?
48	CCN(C(=O)CN1C(=S)NC(C)(C)CC1C)c1ccc(C)c(C)c1 (stereo unspecified)	14	-5	-2	-2	8	-12	-10
49	COc1ccc(C2C(C(=O)c3ccco3)=C(O)C(=O)N2c2nnc(C)s2)cc1OC (stereo unspecified)	5	-1	-6	-8	-11	12	-3
50	O=C(CN1CCN(S(=O)(=O)c2ccc(Br)cc2)CC1)N/N=C/c1cccs1	.	.	.	0	10	12	.
51	Cc1nnc2c3ccccc3c(-c3cccs3)nn12	22	1	2	3	-25	-25	0
52	O=C(N/N=C/c1cccnc1)C12CC3CC(CC(C3)C1)C2	-10	-1	-7	1	11	-6	0
53	O=C(C[C@@H]1C[C@H]2c3cc(NC(=O)c4ccc5c(c4)OCO5)ccc3O[C@H]2[C@H](CO)O1)NCCN1CCCCC1	-12	1	-32	10	-15	-20	1
54	CCC(C)(C)NC(=O)c1ccc(Br)o1	18	-3	0	-5	24	5	0
55	O=C(Nc1nnc(C2CCCC2)s1)C1CCN(S(=O)(=O)c2ccc(Cl)cc2)CC1	.	-7	-1	-6	.	5	-6
56	COc1ccc(NC(=O)/C(C#N)=C/c2ccc(OCc3ccccc3F)cc2)cc1	.	.	.	-7	-40	-5	.
57	COc1ccc(C)cc1N/C(N)=N/c1nc(C)cc(C)n1	12	1	-2	-2	-16	0	-7
58	CCCNC(=O)CSc1nc(Cc2ccccc2)nc2ccccc12	5	0	-2	-2	-3	11	-14
59	OCC1(Cc2ccccc2)CCN(Cc2ccccn2)CC1	-5	0	-2	3	-3	13	-8
60	O=C(c1ccccc1)c1sc(N2CCOCC2)nc1-c1ccccc1	10	4	0	.	6	-14	-9
